HUVEC prolif 384 – inhibitors of HUVEC proliferation, primary screen, cell-based, 384-well. CellTiter-Glo luminescence, 72 h; stronger effect = lower value. viability, % at 10 µM (by protocol). 1.1% of 86,000 active. AID 648, 2007;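 active = viability at or below 30%; inactive = viability above 30%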;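 also: 100% = median luminescence of DMSO-only cell control wells on each plate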
Fibroblast inh – antiproliferative effect on LL 47 fibroblasts – human, LL 47 cells, CellTiter-Glo luminescence, primary screen | LL 47 human lung fibroblast viability, ATP luminescence; stronger effect = lower value | viability, % at 10 µM | 1.1% of 85,000 active | AID 719, 2007;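 active = viability at or below 50% in the single dose screen; inactive = viability above 50%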;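 also: compound exposure lasted 72 h before the ATP readout; 100% = median luminescence of untreated cell-only wells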
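Test system: LL 47 human lung fibroblasts / Quantity: 1,150 cells in each well / Medium: IMEM growth medium with 15% fetal bovine serum / Incubation: 72 h compound exposure at 37 °C after overnight plating / Detection: CellTiter-Glo luminescence measuring cellular ATP / Read-out: % viability versus median cells-only luminescence / Benchmarks: cell-only wells, no compound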
S1P2 antag – human S1P2 receptor antagonists, primary screen, cell-based; cell-based S1P2 antagonist assay, inhibition at 5 uM; Sphingosine 1-phosphate receptor 2 (Homo sapiens), O95136; AID 736, 2007; 0.21% of 97,000 active; inhibition, % at 5 µM; in the data active = inhibition above about 45%;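 also: CRE beta-lactamase reporter cells expressing human S1P2 stimulated with S1P; 0% = agonist at EC80 alone and 100% = agonist plus reference antagonist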
PostGolgi ctrl – growth inhibition of yeast control strain, primary screen, counter-screen for post-Golgi transport modulator project; efflux-deficient yeast background strain, growth absorbance A615, 16 h; inhibition, % at 10 µM; 5% of 98,000 active; in the data active = inhibition above about 30%
H69AR inhibit – proliferation blockers of H69AR lung cancer cells, primary screen, cell-based, human, 86K library. AID 598, 2007. H69AR lung tumor viability, ATP luminescence, 72 h; stronger effect = lower value. 6% of 85,000 active. viability, % at 10 µM;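 active = viability at or below 40%; inactive = viability above 40%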;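 also: multidrug resistant small cell line overexpressing MRP-1 efflux transporter; 100% = mean luminescence of untreated control wells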
sEH inh – soluble epoxide hydrolase inhibitors, primary screen, biochemical, human sEH | recombinant human sEH enzymatic activity assay | inhibition, % at 2 µM | 0.34% of 91,000 active; in the data active = inhibition above about 80%; also: values of inactives mirror those of a sister screen read the other way; many of its hits are not listed in these tables
S1P2 ag – S1P2 receptor agonists, primary screen, cell-based. 0.46% of 97,000 active. S1P2-expressing cell line, agonist reporter read-out. activation, % at 4.5 µM; in the data active = activation above about 16%;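 also: 0% = vehicle low control and 100% = maximal reference agonist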
sEH activator – soluble epoxide hydrolase activators, primary screen, biochemical, human sEH; AID 717, 2007; 0.04% of 91,000 active; Bifunctional epoxide hydrolase 2 (Homo sapiens), P34913; activation, % at 2 µM; purified human sEH enzymatic activity, activator screen; in the data active = activation above about 37%; also: values of inactives mirror those of a sister screen read the other way
LYP act – LYP phosphatase activators, primary screen, biochemical, DiFMUP fluorescence, 2 µM. 0.11% of 96,000 active. recombinant LYP; 0 = plate median, 100 = signal doubled. activation, % at 2 µM;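 active = activation at 2 µM above a set limit, the mean plus 5 SD, cut at about 37% in these data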
Target sequence (Q9Y2R2 whole entry, looked up): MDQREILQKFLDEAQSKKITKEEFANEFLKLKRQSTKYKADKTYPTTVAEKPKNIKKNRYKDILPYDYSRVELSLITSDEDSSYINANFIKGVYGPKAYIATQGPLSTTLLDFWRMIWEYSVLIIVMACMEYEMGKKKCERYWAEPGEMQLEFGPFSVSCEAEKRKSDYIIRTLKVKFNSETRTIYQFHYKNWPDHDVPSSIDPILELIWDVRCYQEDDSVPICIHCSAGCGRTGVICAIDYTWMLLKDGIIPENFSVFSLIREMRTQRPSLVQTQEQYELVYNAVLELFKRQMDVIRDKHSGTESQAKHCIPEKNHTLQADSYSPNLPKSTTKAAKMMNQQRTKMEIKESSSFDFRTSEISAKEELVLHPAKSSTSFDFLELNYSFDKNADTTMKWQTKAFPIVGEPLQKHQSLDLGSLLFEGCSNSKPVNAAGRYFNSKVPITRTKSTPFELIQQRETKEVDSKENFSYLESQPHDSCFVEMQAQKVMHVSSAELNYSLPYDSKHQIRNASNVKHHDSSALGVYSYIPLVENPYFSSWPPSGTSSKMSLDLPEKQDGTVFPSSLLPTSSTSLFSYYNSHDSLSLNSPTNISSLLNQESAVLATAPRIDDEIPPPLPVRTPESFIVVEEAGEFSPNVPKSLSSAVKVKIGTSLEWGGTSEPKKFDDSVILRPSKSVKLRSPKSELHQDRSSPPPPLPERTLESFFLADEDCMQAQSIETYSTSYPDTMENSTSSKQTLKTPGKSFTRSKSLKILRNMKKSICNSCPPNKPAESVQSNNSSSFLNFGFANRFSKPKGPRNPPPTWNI
* marks the source's active call; other numbers are inactive results; x = no result given.

SMILES,HUVEC prolif 384,Fibroblast inh,S1P2 antag,PostGolgi ctrl,H69AR inhibit,sEH inh,S1P2 ag,sEH activator,LYP act
O=C(O/N=C\c1ccc(N2CCCCC2)c([N+](=O)[O-])c1)c1cccc(C(F)(F)F)c1,x,x,2.9,-1.6,x,-1.5,-2.7,-0.5,1.2
COc1ccc(N(C(=O)c2cccc([N+](=O)[O-])c2)S(=O)(=O)c2ccc3c(c2)n(C)c(=O)n3C)cc1,x,x,-17.4,3.4,x,-2.1,-1.2,4.2,1.5
CCOC(=O)C1CCCN(C(=O)c2cn(CC)c3ccc(S(=O)(=O)N4CCCC4)cc3c2=O)C1 (configuration not stated),91.3,92.8,0.8,14.3,x,23.0,-0.1,-22.8,4.1
COc1ccc(NC(=O)c2cccnc2Nc2ccc(OC)cc2)cc1,88.1,89.5,0.7,9.2,66.8,8.5,-6.0,-5.8,19.8
COCCCNC(=O)CS(=O)(=O)Cc1nc(-c2ccccc2C)oc1C,x,x,8.9,2.3,x,-15.5,-2.9,15.2,-8.8
COc1ccc(N(C2CSC2)S(=O)(=O)c2ccccc2)cc1,91.3,97.7,5.8,0.1,90.1,2.1,-5.3,0.3,2.3
Cn1cccc1Cc1nnc(SCC(=O)Nc2ccc(F)cc2)n1-c1ccc(F)cc1,92.8,90.2,11.1,9.6,73.1,4.5,-4.8,-4.6,4.5
Cc1cc(NC(=O)COC(=O)[C@H](Cc2c[nH]c3ccccc23)NC(=O)c2ccc(F)cc2)no1,95.5,99.3,13.2,0.7,98.5,-0.1,-2.8,-1.5,-3.3
CN(C)S(=O)(=O)c1cccc(C(=O)N2CCc3ccccc32)c1,95.0,82.0,-17.6,2.0,86.4,3.0,-4.4,1.9,-13.8
CC(=O)c1cc(-c2nc3ccccc3n2C)n(C)c1,77.5,95.7,11.9,1.5,92.7,3.4,-2.1,-0.8,-3.7
Cc1noc(C)c1CSc1ccccc1C(=O)N1CCN(c2ccccc2)CC1,108.8,98.9,-12.4,25.8,87.4,6.0,-4.5,-6.3,-5.5
CN1CCN(C(=O)c2ccc3c(c2)OCCO3)CC1,97.2,98.0,-8.0,x,97.5,1.1,-4.5,-1.1,0.7
COC(=O)C1=C(C)N(Cc2cccnc2)C(=O)C1,93.4,89.8,3.0,3.2,104.3,-3.9,-1.1,3.1,8.8
CCOC(=O)c1cc2c(ccn2C)n1CC(=O)N1CCN(c2ccc(F)cc2)CC1,93.5,95.6,-5.6,15.0,89.7,0.8,-8.8,-0.7,7.9
S=C(NCc1ccco1)N1CCN(Cc2ccc(Cl)cc2Cl)CC1,x,x,-5.0,31.8*,x,8.1,-3.8,-5.5,-3.8
CCN(CC)Cc1cc(CCNC(=O)c2ccc(Cl)cc2)ccc1O,86.9,96.7,10.3,-0.8,83.6,3.3,-6.3,-2.8,-6.9
CC(=O)c1cccc(NC(=O)N2CCCC2C(=O)Nc2ccccc2C)c1 (configuration not stated),93.5,112.7,4.8,4.3,95.6,10.1,-7.2,-11.0,0.6
COc1ccccc1/C=N/NC(=Nc1ccc(C)cc1)c1nc2ccccc2s1,86.4,77.0,16.1,21.3,44.4,4.0,-4.7,-0.7,-8.7
CC1=CC(C)(C)NC(=S)N1c1cccc(C)c1,101.6,88.0,13.7,2.5,90.2,1.7,-6.0,0.0,-3.2
CCOc1ccc(-c2cc(CCCC(=O)NCc3ccc(C)cc3)no2)cc1,x,x,-12.6,6.4,x,x,-1.9,x,1.9
O=C(NC1CCCCC1)C(c1ccc2ncccc2c1)N(Cc1ccc(F)cc1)C(=O)c1ccc2c(c1)OCCO2 (configuration not stated),x,x,24.7,-1.7,x,10.1,-4.5,-7.6,-7.8
O=C(CN1CCCN(Cc2ccc(F)cc2Cl)C1=O)NC1CCCCCC1,91.8,89.9,3.7,13.6,96.8,6.4,-0.1,-6.3,-3.2
O=C(O)c1ccccc1S(=O)(=O)NCC(O)COc1ccc(Br)cc1 (configuration not stated),112.8,98.2,9.5,19.9,97.4,-11.1,-3.7,6.4,-1.8
CCC1Sc2ccccc2N(CC(=O)NCc2ccccc2OC)C1=O (configuration not stated),103.0,97.9,19.1,4.2,95.8,12.9,-5.4,-14.2,7.4
Cn1c(=O)c2c(nc(SCC(=O)N3CCCc4ccccc43)n2C)n(C)c1=O,95.8,97.2,17.4,x,79.2,-2.4,-4.2,0.5,30.7
Cc1csc(=NC(=O)c2ccccc2)n1C,92.4,96.6,14.8,x,90.0,7.8,-0.7,-6.7,10.0
CC1(C)CC(=O)C2=C(C1)NC(=O)CC2C(=O)NCc1ccc(F)cc1 (configuration not stated),105.2,101.7,26.4,0.5,62.6,-0.6,-2.6,-1.2,-0.2
Cc1ccc(N2C(=O)[C@@H]3[C@H](C2=O)C2c4ccccc4C=CN2[C@@H]3C(=O)c2ccco2)c(C)c1 (some centres not stated),x,x,22.7,x,x,6.9,-2.9,-7.3,1.3
COC(=O)c1ccc2c(c1)N(C)CCS2,113.9,100.5,x,-4.3,103.4,x,x,x,x
C=CCn1c(=N)c(C(=O)NCCCOC)cc2c(=O)n3cccc(C)c3nc21,94.6,103.5,-25.7,10.6,79.4,-13.2,13.6,11.8,0.7
O=C(CSc1nccn1-c1ccccc1)NCc1ccc2c(c1)OCO2,101.3,102.7,2.6,5.3,99.8,-6.3,-0.9,7.3,-2.3
Cc1ccc(S(=O)(=O)NCCC(=O)N2CCCCC2)cc1,98.0,101.2,15.8,x,90.4,x,-3.7,x,3.0
C(=N\Nc1nc(Nc2ccccc2)nc(N2CCOCC2)n1)/c1c[nH]c2ccccc12,x,x,46.6*,1.4,x,6.8,-7.6,-7.9,-4.4
Nc1c(C(=O)NCCN2CCOCC2)c2nc3ccccc3nc2n1CCc1ccccc1F,43.1,92.1,-38.1,9.1,26.3*,12.4,45.3*,-9.8,5.2
Cc1cc2cc(OCC(=O)O)ccc2n1C,103.4,96.9,-1.2,16.3,92.5,-1.2,-1.5,4.9,-14.9
Cc1ccc(CN(C(=O)C(F)(F)F)C(C(=O)NC2CCCCC2)c2ccco2)cc1 (configuration not stated),106.4,94.1,-12.8,x,81.3,10.0,-5.7,-5.5,-10.6
CCOc1c(Br)ccc2c1sc1nc[nH]c(=O)c12,25.7*,98.9,-6.2,15.4,79.2,-0.4,-7.2,0.0,-4.5
CCOC(=O)c1cnn(-c2c(Cc3ccccc3)c(C)nc3c(-c4ccccc4)c(C)nn23)c1N,87.4,94.3,-12.0,5.2,88.0,4.0,-1.5,-4.7,-4.6
Cc1ccccc1NS(=O)(=O)c1cc(C(=O)Nc2ccccc2-c2ccccc2)ccc1Cl,x,x,-37.7,26.9,x,14.1,-3.0,-14.1,-2.5
CCOC(=O)c1cnc(-c2ccccc2)nc1Oc1ccc(Cl)c(Cl)c1,x,x,2.6,12.1,x,2.4,-6.1,-0.1,8.0
CCOC(=O)C1CCN(S(=O)(=O)c2cccc(-c3cn4cccc(C)c4n3)c2)CC1,108.8,103.2,-7.1,14.7,84.0,-3.0,-0.6,3.3,-2.6
CCN(CC)S(=O)(=O)c1ccc2oc(SCC(=O)NCc3ccccc3)nc2c1,104.3,96.3,5.7,10.8,90.2,17.5,-5.9,-18.6,-7.5
Cc1ccc(N(CC(=O)NCc2ccncc2)S(C)(=O)=O)cc1Cl,99.1,100.7,-1.1,15.9,86.2,4.8,-8.7,-3.5,1.1
COc1ccc(CCn2c(C)cc(C(=O)CSc3nnc(N)s3)c2C)cc1,77.1,89.3,-14.5,21.1,86.2,10.1,-4.5,-8.7,-6.6
O=C(Nc1ccc2c(c1)OCO2)C(c1ccc(Cl)cc1)N1CCN(C(=O)c2ccco2)CC1 (configuration not stated),97.2,102.0,-11.8,12.3,93.5,-5.4,-2.6,6.8,-4.3
CC(C)(C)c1cc2cccnc2n1Cc1ccccc1,x,x,-3.4,7.5,x,14.9,-6.1,-9.8,7.4
Cc1cc(C(=O)CN2C(=O)NC3(CCCc4ccccc43)C2=O)c(C)n1Cc1ccco1 (configuration not stated),x,x,-21.5,7.6,x,2.6,9.9,-3.4,1.7
O=C(c1ccc2ccccc2c1)N1CCN(c2ccc(O)cc2)CC1,80.8,78.6,15.0,10.9,66.1,5.3,-4.2,-3.3,1.2
COc1cc(Br)c(S(=O)(=O)Nc2c(C)n(C)n(-c3ccccc3)c2=O)cc1OC,91.9,102.9,0.3,4.8,x,3.2,-1.6,-8.3,-0.2
O=C(NC1CCCCC1)C(c1cccs1)N(Cc1cccs1)C(=O)c1cccs1 (configuration not stated),85.9,83.1,-22.8,x,66.4,4.2,-1.6,-3.6,7.6

Gathered by group, the compounds so far with an aryl methoxy group
SMILES,HUVEC prolif 384,Fibroblast inh,S1P2 antag,PostGolgi ctrl,H69AR inhibit,sEH inh,S1P2 ag,sEH activator,LYP act
COc1ccc(N(C(=O)c2cccc([N+](=O)[O-])c2)S(=O)(=O)c2ccc3c(c2)n(C)c(=O)n3C)cc1,x,x,-17.4,3.4,x,-2.1,-1.2,4.2,1.5
COc1ccc(NC(=O)c2cccnc2Nc2ccc(OC)cc2)cc1,88.1,89.5,0.7,9.2,66.8,8.5,-6.0,-5.8,19.8
COc1ccc(N(C2CSC2)S(=O)(=O)c2ccccc2)cc1,91.3,97.7,5.8,0.1,90.1,2.1,-5.3,0.3,2.3
COc1ccccc1/C=N/NC(=Nc1ccc(C)cc1)c1nc2ccccc2s1,86.4,77.0,16.1,21.3,44.4,4.0,-4.7,-0.7,-8.7
CCC1Sc2ccccc2N(CC(=O)NCc2ccccc2OC)C1=O (configuration not stated),103.0,97.9,19.1,4.2,95.8,12.9,-5.4,-14.2,7.4
COc1ccc(CCn2c(C)cc(C(=O)CSc3nnc(N)s3)c2C)cc1,77.1,89.3,-14.5,21.1,86.2,10.1,-4.5,-8.7,-6.6
COc1cc(Br)c(S(=O)(=O)Nc2c(C)n(C)n(-c3ccccc3)c2=O)cc1OC,91.9,102.9,0.3,4.8,x,3.2,-1.6,-8.3,-0.2

Some of the compounds tested; the hit share may differ from the screen's.
